PTAP TSG101 blk – qHTS Assay for Iinhibitors of HIV-1 Budding by Blocking the Interaction of PTAP/TSG101 | Potency, µM (highest dose often 115 µM), for inactives: at the highest dose activity change, negative = inhibition, actives largely listed as inhibitors | AID 493005, 2010 | 340,000 tested, under 10 active | Fluorescence polarization, FITC-PTAP peptide / Tsg101 binding; active = well fitted inhibition curve with a large enough effect in the main read-out, with a control signal flat, not every such curve was filed as active; inconclusive = small, poorly fitted or top-dose-only effect, or effect the other way, or a change in a side signal; inactive = no such curve, though single readings can be large or run the other way; note: potency is the fitted concentration of half-maximal effect; % of control where 0% means no effect
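Fluorescence polarization binding of Tsg101 binding domain (10 uM final) to FITC-labeled PTAP peptide (50 nM final) in HEPES pH 7.5 buffer with NaCl, Tween 20, EDTA, TCEP. Compounds added before peptide; binding 20 min at RT.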
a7 integrin act – qHTS for Activators of Integrin-Mediated Alleviation for Muscular Dystrophy. alpha7betagal myoblasts, beta-gal FDG fluorescence, 48 h. Potency, µM (top dose mostly 38.3 µM), without a hit: top-dose activation, actives largely listed as activators. actives 0.064% (n = 350,000);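 note: potency is the fitted concentration of half-maximal effect; 100% = response of the positive control SU9516; nearly all actives have a fitted effect of over 60% in size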
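alpha7betagal+/- myoblasts (passage 13, 250/well) treated 48 h at 37C with compounds at 1:260 dilution of DMSO stock. Lysed, then beta-galactosidase activity read as FDG fluorescence (ex 480/em 540) after 30 min, with pre-read for autofluorescence.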
MLL CXXC-DNA inh – qHTS Fluorescence Polarization Assay for Inhibitors of MLL CXXC domain - DNA interaction. Histone-lysine N-methyltransferase 2A (Homo sapiens), Q03164. MLL-CXXC / FITC-HOXA9 DNA fluorescence polarization. Potency, µM (series often up to 115 µM), inactives show at the highest dose activity change, negative = inhibition, hits mostly inhibitors. actives 0.037% (n = 290,000); active = well fitted inhibition curve with a large enough effect in the polarisation, with a control signal flat, not every such curve was filed as active; inconclusive = small, poorly fitted or top-dose-only effect, or effect the other way, or a change in a side signal; inactive = no such curve, though single readings can be large or run the other way; the % refers to the polarisation; note: potency is the fitted concentration of half-maximal effect
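Fluorescence polarization: 7 uM MLL-CXXC (stock) preincubated 5 min with compounds, then 50 nM fluorescein-HOX-A9 DNA (stock) added; 30 min ambient. Buffer 50 mM Tris-HCl pH 7.5, 50 mM NaCl, 1 mM DTT, 0.05% BSA.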
S-ASM inh – Inhibitors of Secretory Acid Sphingomyelinase (S-ASM): qHTS | Sphingomyelin phosphodiesterase (Homo sapiens), P17405 | placental ASM, HMU-PC fluorogenic substrate, 60 min | Potency, µM (titrated, usually from 57.5 µM), without a hit: at the highest dose activity change, negative = inhibition, most hits filed as inhibitors | actives 0.006% (n = 340,000); note: potency is the fitted concentration of half-maximal effect
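Human placenta-derived ASM enzyme was preincubated with compound for 10 minutes at room temperature, then given fluorogenic substrate HMU-PC0 (9 uM final) for 60 minutes at 37 °C; a pH 10 stop preceded fluorescence reading at Ex 386/Em 447 nm.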
TCR activator – Activators of T cell receptors: qHTS campaign; Potency, µM (highest dose often 9.22 µM), without a hit: top-dose activation of IL-2 secretion, usual class: activators; AID 504894, 2011; 330,000 tested, under 10 active; primary human leukocytes, anti-CD3, IL-2 HTRF, 48 h; note: % of control where 0% means no effect
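Readout: HTRF IL-2, Eu-cryptate/d2 antibody pair, 320nm excitation, 665nm emission. Stimulus: a-CD3 beads, no co-stimulation. Cells: primary human leukocytes. Exposure: 48 hr with compound.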
Mito fusion act – qHTS Assay for Small Molecule Inhibitors of Mitochondrial Division or Activators of Mitochondrial Fusion. AID 485298, 2010. actives 0.23% (n = 320,000). Potency, µM (highest dose often 46.1 µM), for inactives: at the highest dose growth rescue (activation), actives largely listed as activators. S. cerevisiae fusion-defective mutant growth rescue, CellTiterGlo 48 h;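 note: potency is the fitted concentration of half-maximal effect; % of control where 0% means no effect; nearly all actives have a fitted effect of over 45% in size; temperature-sensitive fusion mutants such as fzo1-1 at 37 °C on non-fermentable ethanol glycerol medium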
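Compounds are tested for their ability to restore growth of mitochondrial fusion-defective yeast strains at non-permissive 37C in YPEG medium over 48 hours. Viability is quantified by luciferase luminescence.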
Menin MLL FP TR – qHTS Assay for Inhibitors Targeting the Menin-MLL Interaction in MLL Related Leukemias: Competition With Texas Red Labeled MLL-derived Mutant Peptide | O00255 | actives 0.23% (n = 270,000) | Menin + Texas Red MLL mutant peptide, fluorescence polarization | Potency, µM (titrated, usually from 61.6 µM), for the others: at the top dose FP activity change, negative = inhibition, hits mostly inhibitors; active = well fitted inhibition curve with a large enough effect in the polarisation, with a control signal flat, not every such curve was filed as active; inconclusive = small, poorly fitted or top-dose-only effect, or effect the other way, or a change in a side signal; inactive = no such curve, though single readings can be large or run the other way; the % refers to the polarisation; note: potency is the fitted concentration of half-maximal effect; % of control where 0% means no effect; many of its hits are not listed in these tables
TSHR antag – Antagonists of the Thyroid Stimulating Hormone Receptor: HTS campaign; Thyrotropin receptor (Homo sapiens), P16473; activity change, negative = inhibition, % at 11.5 µM; TSHR-expressing cells, TSH-stimulated cAMP HTRF, 2 h; active compounds read low; actives 0.2% (n = 330,000); AID 504810, 2011;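 active = activity change below a set negative limit, meaning inhibition stronger than a set level, cut at about -70% in these data; inconclusive = activity change between two set negative limits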; note: % is set by controls: 0 for no effect and ±100 for the full control effect
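Competitive HTRF cAMP read-out (cryptate anti-cAMP antibody, cAMP-d2; 30 min, room temperature) in freshly harvested TSHR cells. Compounds added before TSH at EC80 (4nM final), followed by 2 hours' incubation at 37 deg C.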
MBNL1 CUG block – qHTS Assay for Inhibitors of MBNL1-poly(CUG) RNA binding; Muscleblind-like protein 1 (Homo sapiens), Q9NR56; TR-FRET MBNL1-His/biotin-(CUG)12 binding, 665/545 ratio; Potency, µM (doses to about 57.5 µM), for inactives: top-dose activity change, negative = inhibition, hits mostly inhibitors; actives 0.036% (n = 280,000); AID 2675, 2010; active = well fitted inhibition curve with a large enough effect in the signal ratio, with a control signal flat, not every such curve was filed as active; inconclusive = small, poorly fitted or top-dose-only effect, or effect the other way, or a change in a side signal; inactive = no such curve, though single readings can be large or run the other way; the % refers to the signal ratio; note: potency is the fitted concentration of half-maximal effect; % is set by controls: 0 for no effect and ±100 for the full control effect
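TR-FRET between His-tagged MBNL1 and biotin-(CUG)12 RNA, detected with Tb anti-His antibody (0.055 ng/ul) and streptavidin-XL665 (5 nM), 60 min at room temperature. Compounds titrated 92 nM to 58 uM; 665/545 nm ratio normalized to buffer and complex controls.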
A-T KAP1 phos – qHTS Assay for Identifying a Potential Treatment of Ataxia-Telangiectasia; […] A-T fibroblasts, KAP-1 phosphorylation AlphaLISA; neocarzinostatin DNA damage 30 min before lysis; Potency, µM (top dose mostly 57.5 µM), for the others: top-dose activation, hits mostly activators; AID 485349, 2010; actives 0.19% (n = 320,000); note: potency is the fitted concentration of half-maximal effect; % of control where 0% means no effect; nearly all actives have a fitted effect of over 45% in size
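hTERT-immortalized A-T patient fibroblasts ([…]), 500 cells/well in OPTI-MEM, 1% FBS, got compounds for 60 min, then NCS for 30 min at 37C. Lysates were then assayed for phospho-KAP-1 by AlphaLISA (anti-pKAP1 donor, anti-KAP1 acceptor beads), 6 hr at 25C.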
Numbers without * were called inactive; & = joins results of further samples; [ ] = remark or other dose. Unless noted, calls come from the whole dose curve; as a rule, active = well fitted curve in the direction sought with a large enough effect; inconclusive = small, poorly fitted or top-dose-only effect, or another doubt; inactive = no such curve, though single readings can be large; an effect the other way counts as inactive or inconclusive.

How did Cc1ccc(S(=O)(=O)N2CCCC2c2cccnc2)cc1 (centres undefined) do in these assays?
PTAP TSG101 blk: -1%; a7 integrin act: -31%; MLL CXXC-DNA inh: -2%; S-ASM inh: 1%; TCR activator: 7%; Mito fusion act: -1%; TSHR antag: 21; A-T KAP1 phos: -2%

How did COC(=O)C1=C(c2cccc(OCc3ccccc3)c2)C[C@@H]2CC[C@H]1N2C(=O)NCc1ccc(Cl)cc1 do in these assays?
PTAP TSG101 blk: 0%; a7 integrin act: 28%; S-ASM inh: -7%; TCR activator: 1%; Mito fusion act: 17%; TSHR antag: 5; A-T KAP1 phos: 4%

How did CC1=CC(C)CC(C)OC(=O)CC(c2ccc(O)cc2)NC(=O)C(Cc2c(Br)[nH]c3ccccc23)N(C)C(=O)C(C)NC(=O)C(C)C1 (centres undefined) do in these assays?
PTAP TSG101 blk: -1%; a7 integrin act: 0%; S-ASM inh: -4%; TCR activator: -1%

What do the screens show for `CCC(CO)(C(=O)OC1CC2CCC(C1)N2C)c1ccccc1` (centres undefined)?
PTAP TSG101 blk: -2%; a7 integrin act: -4%; MLL CXXC-DNA inh: -7%; S-ASM inh: -1%; TCR activator: -1%; Mito fusion act: 2%; Menin MLL FP TR: -2%; TSHR antag: 15; MBNL1 CUG block: -11%; A-T KAP1 phos: -1%

What do the screens show for `O=c1ccc2cc(OC3O[C@H](CO)[C@@H](O)[C@H](O)[C@H]3O)c(O)cc2o1` (some centres undefined)?
PTAP TSG101 blk: -1%; S-ASM inh: inactive; TCR activator: -49%; Mito fusion act: -5%; TSHR antag: 0; A-T KAP1 phos: -12%

Results for CCCCCCOc1ccc(CN2CCN(CCO)CC2)cc1 ?
PTAP TSG101 blk: -5%; a7 integrin act: -53%[inhibitor]; MLL CXXC-DNA inh: 10%; S-ASM inh: -2%; TCR activator: 1%; Mito fusion act: inconclusive; Menin MLL FP TR: inconclusive; TSHR antag: 6; MBNL1 CUG block: -2%; A-T KAP1 phos: 6%

Results for CCC(=O)Nc1ccccc1 ?
PTAP TSG101 blk: -1%; a7 integrin act: 18%; MLL CXXC-DNA inh: -4%; S-ASM inh: -2%; TCR activator: -5%; Mito fusion act: 0%; Menin MLL FP TR: 1%; TSHR antag: -11; MBNL1 CUG block: 10%; A-T KAP1 phos: 3%

How did N#Cc1ncc(N=Cc2ccc(N(CCCl)CCCl)cc2)s1 do in these assays?
PTAP TSG101 blk: 11%; a7 integrin act: -17%; S-ASM inh: 0%; TCR activator: -3%

How did NCC(O)c1cc(O)c(O)cc1F (centres undefined) do in these assays?
PTAP TSG101 blk: -12%; MLL CXXC-DNA inh: 13%; S-ASM inh: -2%; TCR activator: 4%; Mito fusion act: 3%&7%; Menin MLL FP TR: 11%; TSHR antag: -19&-18; A-T KAP1 phos: 4%

How did NS(=O)(=O)c1ccc(CNC(=O)COc2ccc3c4c(c(=O)oc3c2)CCCC4)cc1 do in these assays?
PTAP TSG101 blk: -7%; a7 integrin act: inconclusive; MLL CXXC-DNA inh: 18%; S-ASM inh: -2%; TCR activator: -5%; Mito fusion act: -3%; Menin MLL FP TR: inconclusive; TSHR antag: 6; MBNL1 CUG block: 2%; A-T KAP1 phos: 8%

Results for COc1cc(CN=C(C)c2c(O)n(C)c(=O)n(C)c2=O)cc(OC)c1 ?
PTAP TSG101 blk: -1%; a7 integrin act: -16%; MLL CXXC-DNA inh: -12%; S-ASM inh: -1%; TCR activator: -10%; Mito fusion act: 2%; TSHR antag: -6; A-T KAP1 phos: 5%

What do the screens show for `O=c1[nH]c(=S)n(-c2ccccc2Cl)c(O)c1C=NCCN1CCNCC1`?
PTAP TSG101 blk: -8%; a7 integrin act: 0%; MLL CXXC-DNA inh: 8%; S-ASM inh: 0%; TCR activator: 11%; Mito fusion act: 6%; Menin MLL FP TR: 18%; TSHR antag: -5; MBNL1 CUG block: 0%; A-T KAP1 phos: 5%

What do the screens show for `COC1CCCCC1NCCc1ccccc1` (centres undefined)?
PTAP TSG101 blk: 1%; a7 integrin act: -6%; MLL CXXC-DNA inh: -9%; S-ASM inh: 0%; TCR activator: -2%; Mito fusion act: -7%; Menin MLL FP TR: 3%; TSHR antag: 7; MBNL1 CUG block: -4%; A-T KAP1 phos: 5%

What do the screens show for `COCCCNP1(=O)OCC(C)([N+](=O)[O-])CO1` (centres undefined)?
PTAP TSG101 blk: -2%; a7 integrin act: -18%; S-ASM inh: 2%; TCR activator: 2%

Results for CN1CN=C(N[N+](=O)[O-])N(Cc2ccco2)C1 ?
PTAP TSG101 blk: -6%; a7 integrin act: 30%; MLL CXXC-DNA inh: -1%; S-ASM inh: 4%; TCR activator: -1%[46.1 µM]; Mito fusion act: -7%; Menin MLL FP TR: -23%; TSHR antag: 23; MBNL1 CUG block: -1%; A-T KAP1 phos: -7%

How did CCCCNC(=S)N1CCn2cccc2C1c1cccnc1 (centres undefined) do in these assays?
PTAP TSG101 blk: -4%; a7 integrin act: -10%; MLL CXXC-DNA inh: -6%; S-ASM inh: 3%; TCR activator: 6%; Mito fusion act: -8%; Menin MLL FP TR: 17%; TSHR antag: -8; A-T KAP1 phos: -1%

Results for C#C[C@]1(O)CCC2C3CCC4=C/C(=N/OCC(=O)NC(C)C(=O)NC(CCSC)C(=O)O)CC[C@]4(C)C3CC[C@@]21C (some centres undefined) ?
PTAP TSG101 blk: -6%; a7 integrin act: 30%; MLL CXXC-DNA inh: 4%; S-ASM inh: 1%; TCR activator: 8%; Mito fusion act: -1%; Menin MLL FP TR: 25µM*; TSHR antag: 5; MBNL1 CUG block: -12%; A-T KAP1 phos: 0%

What do the screens show for `O=C1c2ccccc2-c2c1nc1c([n+]2[O-])CCCC1`?
PTAP TSG101 blk: -5%; a7 integrin act: 1%; MLL CXXC-DNA inh: -8%; S-ASM inh: -1%; TCR activator: 12%; Mito fusion act: -1%; Menin MLL FP TR: -14%; TSHR antag: 4; MBNL1 CUG block: inconclusive; A-T KAP1 phos: 1%

How did CC(C)CCn1c(N)c(C(=O)OCC2CCCO2)c2nc3ccccc3nc21 (centres undefined) do in these assays?
PTAP TSG101 blk: -6%; a7 integrin act: -26%; MLL CXXC-DNA inh: 0%; S-ASM inh: inactive; TCR activator: 8%; Mito fusion act: -8%; Menin MLL FP TR: -10%; TSHR antag: 0; MBNL1 CUG block: inconclusive; A-T KAP1 phos: 3%

How did C[C@]12C[C@@H](O)[C@H](O)CC1=CCC1C2CC[C@@]2(C)C1CC[C@@H]2O (some centres undefined) do in these assays?
PTAP TSG101 blk: -5%; a7 integrin act: 14%; S-ASM inh: 0%; TCR activator: -4%; TSHR antag: 13; A-T KAP1 phos: 17%

How did FC(F)(F)c1ccccc1CNCCc1c[nH]c2ccccc12 do in these assays?
PTAP TSG101 blk: -2%; a7 integrin act: 0%; MLL CXXC-DNA inh: 3%; S-ASM inh: 2%; TCR activator: 2%; Mito fusion act: -8%; Menin MLL FP TR: -22%; TSHR antag: -8; MBNL1 CUG block: -5%; A-T KAP1 phos: -7%

How did CNC(=O)N(C)c1nnc(C(C)(C)C)s1 do in these assays?
PTAP TSG101 blk: -2%; a7 integrin act: 12%; MLL CXXC-DNA inh: 4%; S-ASM inh: 4%; TCR activator: -1%; Mito fusion act: -1%; Menin MLL FP TR: -6%&7%; TSHR antag: -6; MBNL1 CUG block: -1%; A-T KAP1 phos: 6%

Screening data deposited in PubChem by National Center for Advancing Translational Sciences (NCATS).

This is a subset. The share of hits here may be higher or lower than overall.
